Screening data as filed in PubChem BioAssay.
SNCA expr inh: reduces expression of the alpha-synuclein gene. HEK-293 SNCA-luciferase knock-in, luminescence, 24 h. Potency, µM (titrated, usually from 57.2 µM), without a hit: top-dose activity change, negative = inhibition, usual class: inhibitors. 140,000 tested, 0.17% active;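 also: potency is read from the fitted curve at half-maximal effect; plate controls were DMSO cells for no effect and cell-free wells for full effect; nearly all actives have a fitted effect of over 45% in size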
IP6K1 inh: IP6K1 kinase inhibition. IP6K1 kinase, ADP-Glo luminescence, 2 h; active compounds read low. activity change, % (series mostly up to about 58 µM). 140,000 tested, 0.81% active; in the data active = activity change below about -25%
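ADP-Glo luminescence measures ADP made by human IP6K1 during a 2 h RT reaction with ATP/IP6 (mix at 1.3 mM/130 uM); top library doses 57.5 and 19.1 uM final.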
HEK293 viab: reduces viability of HEK-293 SNCA reporter cells; 150,000 tested, 0.12% active; HEK-293-SNCA-luc viability, GF-AFC fluorescence, 24 h; Potency, µM (series often up to 57.1 µM), inactives show top-dose activity change, negative = cytotoxicity, actives largely listed as cytotoxic; AID 1671193;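 also: potency is read from the fitted curve at half-maximal effect; 0% = DMSO-treated cells and -100% = medium-only wells without cells; nearly all actives have a fitted effect of over 30% in size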
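HEK-293-SNCA-luc cells (1500/well) plated 24 h, then exposed 24 h to a dilution series; GF-AFC added 30 min at 37C, fluorescence 405/540 nm; normalised to medium-only and DMSO wells, Hill fit.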
FLuc inh: inhibitors of firefly (Photinus pyralis) luciferase | AID 1347043 | Potency, µM (highest dose often 115 µM), inactives show at the top dose activity change, negative = inhibition, actives largely listed as inhibitors | purified P. pyralis luciferase, luminescence, biochemical | P08659 | 76,000 tested, 2.5% active; also: potency is read from the fitted curve at half-maximal effect; nearly all actives have a fitted effect of over 65% in size
Target sequence (P08659 whole entry, looked up): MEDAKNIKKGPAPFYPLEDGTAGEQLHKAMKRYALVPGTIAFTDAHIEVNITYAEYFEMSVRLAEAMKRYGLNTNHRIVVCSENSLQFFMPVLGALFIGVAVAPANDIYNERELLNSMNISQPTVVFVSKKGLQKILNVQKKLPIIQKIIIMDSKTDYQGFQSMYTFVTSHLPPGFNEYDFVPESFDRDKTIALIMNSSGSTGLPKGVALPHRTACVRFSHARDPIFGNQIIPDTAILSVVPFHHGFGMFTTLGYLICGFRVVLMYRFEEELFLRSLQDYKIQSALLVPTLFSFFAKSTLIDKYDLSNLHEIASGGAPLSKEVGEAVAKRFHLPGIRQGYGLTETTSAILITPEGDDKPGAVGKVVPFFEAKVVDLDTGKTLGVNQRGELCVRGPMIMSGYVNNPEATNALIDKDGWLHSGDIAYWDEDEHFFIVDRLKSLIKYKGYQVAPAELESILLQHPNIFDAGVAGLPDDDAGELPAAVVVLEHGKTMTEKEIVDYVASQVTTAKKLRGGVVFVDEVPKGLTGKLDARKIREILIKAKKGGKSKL
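Inhibitors were tested against purified firefly luciferase in a biochemical, low-substrate format (both substrates at 10uM) and luminescence measured with a CCD imager.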
HEK cytotox: cytotoxic compounds in HEK 293 cells | HEK 293 viability, ATP luminescence (CellTiter-Glo), 48-72 h | Potency, µM (top dose mostly 115 µM), for inactives: at the top dose activity change, negative = cytotoxicity, hits mostly inhibitors | 94,000 tested, 6.6% active | AID 1345083; also: potency is read from the fitted curve at half-maximal effect; nearly all actives have a fitted effect of over 60% in size
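Viability of HEK 293 cells, plated at 250 cells/well, was judged by cellular ATP after compound treatment for 48 or 72 hr. Luminescence was imaged 10 min after CellTiter-Glo addition at room temperature.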
GPT2 inhibitor: blocks human glutamate pyruvate transaminase 2. Q8TD30. Recombinant GPT2, coupled pyruvate oxidase/HRP Amplex Red fluorescence. Potency, µM (highest dose often 57.7 µM), inactives show top-dose activity change, negative = inhibition, hits mostly inhibitors. 100,000 tested, 0.25% active; also: potency is read from the fitted curve at half-maximal effect; nearly all actives have a fitted effect of over 60% in size; many of its hits are not listed in these tables
Target sequence (Q8TD30 whole entry, looked up): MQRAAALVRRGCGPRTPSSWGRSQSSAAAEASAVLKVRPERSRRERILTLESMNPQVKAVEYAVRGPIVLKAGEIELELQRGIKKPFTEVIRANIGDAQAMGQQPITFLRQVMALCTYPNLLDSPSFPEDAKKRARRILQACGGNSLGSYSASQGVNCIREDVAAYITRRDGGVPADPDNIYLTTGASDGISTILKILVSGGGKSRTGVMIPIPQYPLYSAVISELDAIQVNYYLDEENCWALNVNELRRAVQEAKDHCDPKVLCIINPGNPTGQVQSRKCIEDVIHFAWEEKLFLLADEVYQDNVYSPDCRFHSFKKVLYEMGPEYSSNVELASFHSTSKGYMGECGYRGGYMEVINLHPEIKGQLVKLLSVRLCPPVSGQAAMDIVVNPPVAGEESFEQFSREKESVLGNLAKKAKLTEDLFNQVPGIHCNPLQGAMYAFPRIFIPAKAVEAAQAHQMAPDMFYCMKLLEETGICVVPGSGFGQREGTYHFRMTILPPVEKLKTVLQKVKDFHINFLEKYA
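Fluorescence read-out: pyruvate from GPT2 turnover coupled to pyruvate oxidase, HRP and Amplex Red (0.2mM ThPP, 0.2U/mL PO and HRP, 50uM Amplex final). Substrates 250uM a-KG, 2mM L-alanine; enzyme 10ng/uL; 30 min RT.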
3T3 cytotox: kills NIH 3T3 cells; NIH 3T3 viability, CellTiter-Glo ATP luminescence, 48-72 h; Potency, µM (series often up to 96.7 µM), for the others: top-dose activity change, negative = cytotoxicity, actives largely listed as inhibitors; 94,000 tested, 4.3% active; AID 1345082; also: potency is read from the fitted curve at half-maximal effect; nearly all actives have a fitted effect of over 55% in size
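Viability of NIH 3T3 cells after 48 or 72 hr compound treatment at 37 °C was assessed by CellTiter-Glo, with luminescence imaged following a 10 min room-temperature step.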
* marks the source's active call; other numbers are inactive results; i = inactive; ? = inconclusive; / = no result given; & = joins results of further samples; [ ] = remark or other dose. Unless noted, calls follow the shape of the dose curve; as a rule, active = well fitted curve in the direction sought with a large enough effect; inconclusive = small, poorly fitted or top-dose-only effect, or another doubt; inactive = no such curve, though single readings can be large; an effect the other way counts as inactive or inconclusive. Unless noted, % is scaled to controls: 0 for no effect and ±100 for the full control effect.

Under each structure: 3T3 cytotox, IP6K1 inh, SNCA expr inh, HEK293 viab, GPT2 inhibitor, HEK cytotox, FLuc inh
1) COc1ccc(-n2nc(C3CCN(C(=O)c4ccc(Cl)nc4)CC3)[nH]c2=O)cc1
    ?, 18, 2%, 5%, i, 1%, -10%
2) COc1ccc(C(=O)N2CCN(c3nccc(Nc4ccccc4F)n3)CC2)cc1
    ?, 9, -8%, -19%[12.5 µM], 3%, ?, /
3) CN(C)CCCNc1oc(/C=C/c2ccc(F)cc2)nc1C#N
    /, 18, 17%, 10%, /, /, /
4) O=C(Cc1c[nH]c2ncc(-c3ccc(F)cc3)cc12)NCc1cccnc1
    ?, -18, 0%[87.6 µM], -3%[87.6 µM], 5%[88.5 µM], ?, ?
5) COCCn1ncc(N2CCCC(CC(=O)Nc3ccccc3OC)C2)cc1=O (stereo not given)
    ?, -4, -19%, -1%, ?, -6%, -11%
6) Oc1ccc(CN2CC(CNc3ccccc3)C3(C2)CN(c2ccccc2)C3)cc1 (stereo not given)
    25µM*, 13, ?, ?, -1%[88.5 µM], 40µM*, 0%[172 µM]
7) COc1ccc(-c2ccnc3[nH]n(-c4ccccc4)c(=O)c23)cc1
    /, 2, -7%, -2%, /, /, /
8) Cc1noc([C@H]2CCN(C(=O)COc3ccc(F)cc3)C[C@H]2NC(=O)C2CC2)n1
    -3%, 12, -2%, -10%, -8%, ?, -1%
9) COC(=O)CSc1ncc2c(n1)-c1ccccc1N(Cc1cccc(F)c1)S2(=O)=O
    /, 1, -6%, -7%, /, /, /
10) CCOc1ccccc1NC(=O)CSc1nc2ccccc2nc1Cc1ccc(C)cc1
    /, 18, 7%, 16%, /, /, /
11) CC(C)Cn1c(=O)n(CC(C)N2CCCC2)c2cc(C(=O)O)cnc21 (stereo not given)
    i, 4, -11%, 3%, -17%, -2%, 6%
12) Cc1sc2ccn(C)c(=O)c2c1C(=O)N1CCN(c2ccc(Cl)cc2)CC1
    -15%, -3, -18%, 1%, i, 79µM*, 7%
13) Cc1cccc(-n2c(=O)c3c(cc(C)n3C)n(CC(=O)Nc3ccc4c(c3)OCO4)c2=O)c1
    1%, 19, 26%, -12%, ?, -7%, -9%
14) O=c1ccc2cc(S(=O)(=O)NCc3ccc(Br)cc3)ccc2[nH]1
    /, -23, 23%, 18%, /, /, /
15) CC1OC(O[C@H]2[C@@H](O)C[C@@]3(C)C([C@H](O)C[C@]4(C)C3CC=C3C5CC(C)(C)CC[C@]5(C(=O)OC5OC(CO)C(O)C(O)C5OC5OCC(OC6OCC(OC7OCC(O)C(O)C7O)C(O)C6O)C(OC6OCC(O)(CO)C6O)C5O)CC[C@]34C)[C@]2(C)CO)C(O)C(O)C1O (stereo not given in full)
    /, 0, /, -22%[12.5 µM], 1%[11.5 µM], /, /
16) COc1cc(-c2nc(SCC(=O)Nc3ccc4c(c3)OCO4)c(-c3ccccc3)[nH]2)cc(OC)c1OC
    /, -5, -3%, ?, /, /, /
17) CCOC(=O)c1ccccc1NC(=O)CSc1nc2ncccc2o1
    /, 12, -4%, -21%, /, /, /
18) COCCn1c(=O)c(C(=O)N2CCOCC2)nc2cccnc21
    -16%[138 µM], 19, 10%[87.6 µM], -2%[87.6 µM], i, -1%[172 µM], /
19) CCCCOc1ccc(C(=O)NCCc2sc(-c3cccc(F)c3)nc2C)cc1
    /, -4, ?, -8%, /, /, /
20) CCOc1ccc(C(=O)N2CCC3(CC2)C(=O)N(C)c2ccccc23)cc1OCC
    ?, 10, ?, -1%, 2%, ?, -10%

A second format for some results above.
#2 COc1ccc(C(=O)N2CCN(c3nccc(Nc4ccccc4F)n3)CC2)cc1
#8 Cc1noc([C@H]2CCN(C(=O)COc3ccc(F)cc3)C[C@H]2NC(=O)C2CC2)n1
#16 COc1cc(-c2nc(SCC(=O)Nc3ccc4c(c3)OCO4)c(-c3ccccc3)[nH]2)cc(OC)c1OC

compound no.,2,8,16
3T3 cytotox,?,-3%,/
IP6K1 inh,9,12,-5
SNCA expr inh,-8%,-2%,-3%
HEK293 viab,-19%[12.5 µM],-10%,?
GPT2 inhibitor,3%,-8%,/
HEK cytotox,?,?,/
FLuc inh,/,-1%,/

Arranged by molar mass (ascending): some entries from above.
Under each structure: 3T3 cytotox, IP6K1 inh, SNCA expr inh, HEK293 viab, GPT2 inhibitor, HEK cytotox, FLuc inh
7) COc1ccc(-c2ccnc3[nH]n(-c4ccccc4)c(=O)c23)cc1
    /, 2, -7%, -2%, /, /, /
12) Cc1sc2ccn(C)c(=O)c2c1C(=O)N1CCN(c2ccc(Cl)cc2)CC1
    -15%, -3, -18%, 1%, i, 79µM*, 7%
2) COc1ccc(C(=O)N2CCN(c3nccc(Nc4ccccc4F)n3)CC2)cc1
    ?, 9, -8%, -19%[12.5 µM], 3%, ?, /

Later entries:
Under each structure: 3T3 cytotox, IP6K1 inh, SNCA expr inh, HEK293 viab, GPT2 inhibitor, HEK cytotox, FLuc inh
21) COc1cccc(-c2cc3c(=O)n(CCNC(=O)c4cc(C)cc(C)c4)ccn3n2)c1
    -15%, -12, 41%[activator], -13%, i, -18%, ?
22) Cc1cc(-c2nc3ncccc3[nH]2)c(C)[nH]1
    ?, 8&-3, 151%&80%[activator][87.6 µM], -3%&-7%[87.6 µM], -4%[88.5 µM], ?, 40µM*
23) COc1ccc(CC(=O)Nc2ccc([C@@H](O)[C@H]3COCC(=O)N3Cc3ccc(C(F)(F)F)cc3)cc2)cc1
    ?, 1, ?, -10%, -5%, 32µM*, -12%
24) CCS(=O)(=O)N1CCc2cc(C(=O)Nc3ccc(C)c(Cl)c3)ccc21
    /, 32, 80%[activator], -23%, /, /, /
25) CNC(=O)CCn1ncc2cc(OCc3ccccc3-c3cnc(OC)nc3)ccc21
    -24%[138 µM], -8, -13%[87.6 µM], -1%[87.6 µM], i, ?, ?
26) CCN1CCN(c2oc(/C=C/c3ccccc3OC)nc2C#N)CC1
    /, -9, 41%[activator], 25%, /, /, /
27) O=C(NCCc1ccccc1)N1CCC2(CC1)CC(N1CCOCC1)CCO2 (stereo not given)
    0%, 4, 28%, -9%, i, 2%, -17%
28) C=C1C(O)C(O)C2(CC3C(C)=CCC4C(C)(C(=O)O)CCCC34C)OC2C1O (stereo not given)
    /, 2, /, -25%, i, /, /
29) COc1cccc(CN(C(=O)c2oc3ccc(Br)cc3c2C)C2CCS(=O)(=O)C2)c1 (stereo not given)
    /, 1, 28%, 11%, /, /, /
30) CCN(C(=O)CCC(=O)N1CCc2nc3cc(-c4ccc(OC)cc4)[nH]n3c(=O)c2C1)c1ccccc1
    ?, 0, ?, -1%, 0%, ?, 16µM*
31) COc1ccc(C(=O)N2C(C(=O)NC3CC3)COC23CCN(C(=O)Cc2cccs2)CC3)cc1 (stereo not given)
    -18%, 3, 17%, -4%, i, -24%, -7%
32) CCOc1ccc(CCNC(=O)Cn2nnc(-c3ccccc3)n2)cc1OCC
    /, -4, -5%, 13%, /, /, /
33) COC[C@@H]1CN(C(=O)Cc2cc(C)no2)C[C@H]1c1ccncc1
    -11%, -5, -7%, 3%, i, 1%, -14%
34) O=S(=O)(N[C@H]1[C@H](O)[C@H](O)C[C@@H]1c1cncnc1)c1ccc(Cl)cc1
    -1%[174 µM], 6, -21%[87.6 µM], -1%[87.6 µM], -1%[88.5 µM], 4%[172 µM], -5%[172 µM]
35) C=CCn1nc(C)c(CN2CC[C@H](N3CCN(C)CC3)[C@H](CCC(=O)O)C2)c1C
    i, 4, -1%, -3%, 4%, i, 10%
36) COc1ccc(NC(=O)c2ccc3c(c2)NC(C)(COc2ccc4[nH]ccc4c2)CO3)cn1 (stereo not given)
    ?, -12, -14%, -9%, 4%, ?, -26%
37) CCOCC1(C)COc2ccc(C(=O)Nc3ccccn3)cc2N1 (stereo not given)
    ?, -4, 35%[activator][87.6 µM], 1%[87.6 µM], -3%[88.5 µM], ?, 16µM*
38) COCC(=O)N1CCCC(C(=O)NCCNc2ncccc2C)C1 (stereo not given)
    -4%, 8, -15%, 2%, -32%, -1%, 0%
39) CSc1cccc(NC(=O)CN2C(=O)CCc3cc(S(=O)(=O)N4CCCCC4)ccc32)c1
    /, -12, -3%, -2%, /, /, /
40) CCOc1ccc(-c2c(C)nn3c(C)c(C(=O)NCCN(C)C)cnc23)cc1OCC
    /, -13, -4%, -9%, /, /, /
41) CCc1[nH]c2ccc(CNC(=O)[C@H]3[C@@H]4C=C[C@@]5(CN(C)C(=O)[C@@H]35)O4)cc2c1C
    0%, 1, -17%, -10%, -4%, -2%, -9%
42) CC1(C)C(=O)N(Cc2ccccc2)[C@H]2CN(Cc3ccc(C#N)cc3)C[C@H]2[S+]1(=O)[O-]
    -16%[138 µM], 9, -12%[87.6 µM], -3%[87.6 µM], -19%[88.5 µM], ?, 0%[172 µM]
43) COc1ccccc1Cn1ccn(CC(=O)Nc2c(C)cc(C)cc2C)c(=O)c1=O
    /, -17, -3%, -15%, /, /, /
44) CCCNc1cc(N2CCC(CCC(=O)O)CC2)ncn1
    2%, 2, 1.1µM*, 2%, i, 4%, 40µM*
45) CC(C)N1CCN(C(=O)c2cnc(-c3ccccc3)nc2-c2ccncc2)CC1
    1%, 11, 20%, -6%, i, -1%, -2%
46) COc1cc(CNC(=O)CCCCCCC(C)C)ccc1O
    /, /, 25%, 8%, -1%, /, /
47) Cc1ccc2nc(NC(=O)CSc3nccn3Cc3ccc(Cl)cc3)sc2c1
    /, 3, -14%, 5%, /, /, /
48) O=C(c1ccc(F)cc1)N1CCC2(CC1)COc1ccccc1NC2=O
    -29%, 33, -4%, -1%, i, ?, 5%
49) CCOC(=O)[C@@H]1[C@H]2c3ccccc3N(CCOC)C(=O)[C@H]2N(C(=O)c2ccccc2)[C@@H]1c1ccccc1
    ?, 2, /, /, /, 35µM*, /
50) O=C(O)c1ccc(NC(=O)[C@H](CC2CCCC2)n2cnc(C(F)(F)F)c2)nc1
    /, 10, /, 14%, 0%, /, /
51) O=C(c1nnc(CNc2ccc(F)cc2)n1-c1ccccc1)N1CCC[C@@H]1C(c1ccccc1)c1ccccc1
    ?, -9, ?, -20%, -13%, ?, 1%
52) Cn1cnc(S(=O)(=O)N2CC(N(CC3CC3)C3CCOCC3)C2)c1
    -7%, 1, 21%, 1%, i, i, 1%
53) Cc1ccc(Cl)cc1NC(=O)CSc1nc(C)c(C)c(C)c1C#N
    /, 0, 30%, 10%, /, /, /
54) O=C(Cn1nc2c(cc1=O)CCCCC2)NCCc1nnc2ccccn12
    i, 18, 9%, -1%, i, 20%, -2%
55) O=C(Cn1ncnn1)N1CCN(Cc2cnc[nH]2)CC(O)C1 (stereo not given)
    0%, 3, 47%[activator], 2%, i, 5%, 0%
56) Cc1nn(-c2ccccc2)c(Oc2ccc(F)cc2F)c1CCC(=O)NC(C)C
    ?, 0, -24%, 2%, -7%, ?, -6%
57) O=NN(CCCl)C(=O)NCCCl
    /, 14, 4%, 11%, 4%&3%&-7%, /, /

An excerpt; rates above refer to the full screens.
